Yeast life ext: extends the lifespan of yeast; S. cerevisiae growth with nicotinamide, OD615; deaD strain in restrictive glucose medium; inhibition of the nicotinamide effect, % at 10 µM; actives 0.68% (n = 130,000);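 active means inhibition above a set limit, placed 3 SD over the median of all compounds, cut at about 26% in these data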;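 further: 0% = nicotinamide-treated wells and 100% = cells grown without nicotinamide; some compounds called inactive have numbers as strong as hits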
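assay system = DeaD-strain S. cerevisiae | measured by = absorbance at 615 nm | probe or stimulus = nicotinamide 1.5 mM | buffer or medium = CSMM-D glucose medium, restrictive | times = 48 h at 30 °C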
E-sel TNF inh: blocks E-selectin expression induced by TNF alpha | actives 0.71% (n = 120,000) | inhibition, % at 2 µM | HUVEC TNFa-induced E-selectin immunofluorescence, high content;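 active means inhibition above the batch mean plus 3 SD, and confirmed as a hit on visual image review, cut at about 43% in these data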;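 further: 0% = TNF-stimulated DMSO wells and 100% = unstimulated control wells; not every result past the cut was called active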
Measles CPE: protection of cells from measles virus; Measles virus-infected cells, CPE protection, absorbance; protection (pct of control), % at 4 µM; actives 1.5% (n = 140,000); AID 841; in the data active means protection mostly above about 24%, no sharp cut-off; inactive means mostly below about 26%; further: some compounds called inactive have numbers as strong as hits
HCT116 PTEN-null: PTEN-deleted cell growth suppression. HCT116 PTEN-null viability, CellTiter-Glo, 60 h; stronger effect = lower value. actives 1.2% (n = 140,000). viability, % at 10 µM;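 active means viability at or below a set limit, 4 SD under the median of all tested compounds, cut at about 3.7% in these data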;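 further: PTEN knockout HCT116 line with beta catenin targeted HCT116 as companion control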
Phagocytosis inh: blocks phagocytosis by macrophages. J774A.1 macrophage IgG-bead phagocytosis, imaging. inhibition, % at 5 µM. actives 0.07% (n = 110,000);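 active means inhibition above the mean of the plate negative controls plus 5 SD, cut at about 13% in these data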;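 further: phagocytic index as fraction of beads internalized from green versus red external bead signal; plate controls were DMSO negative control for no effect and cytochalasin-D positive control for full effect; some results beyond the cut were filed as inactive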
HCT116 bCat-KO: beta-catenin-lacking colon tumor cell growth suppression; HCT116 beta-catenin knockout viability, CellTiter-Glo, 60 h; stronger effect = lower value; viability, % at 10 µM; actives 1.5% (n = 140,000);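 active means viability at or under a set limit, the compound median less 4 SD, cut at about 6% in these data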;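 further: 0% = Hyamine 1622 control at 20 µM and 100% = untreated cell control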
GALR2 blocker: GALR2 (human) receptor antagonism | O43603 | inhibition, % at 4 µM | GALR2-expressing cells, antagonist mode | actives 0.39% (n = 140,000) | AID 828; in the data active means inhibition above about 27%;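 further: cells stimulated with galanin 1-16 at roughly its EC80; 0% = agonist challenge control and 100% = basal control without agonist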
Target sequence (O43603 whole entry, looked up): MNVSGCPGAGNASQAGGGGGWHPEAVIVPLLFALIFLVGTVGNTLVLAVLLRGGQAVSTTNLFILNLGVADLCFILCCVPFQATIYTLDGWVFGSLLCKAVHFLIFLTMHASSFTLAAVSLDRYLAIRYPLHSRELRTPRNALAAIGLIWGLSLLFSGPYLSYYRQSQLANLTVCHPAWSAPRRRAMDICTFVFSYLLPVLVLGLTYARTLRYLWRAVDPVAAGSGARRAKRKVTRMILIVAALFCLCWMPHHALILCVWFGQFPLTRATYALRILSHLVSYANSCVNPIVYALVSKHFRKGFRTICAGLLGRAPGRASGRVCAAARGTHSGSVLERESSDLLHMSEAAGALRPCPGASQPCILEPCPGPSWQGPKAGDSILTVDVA
MRP1 act: MRP-1 activation. H69AR cells + doxorubicin, viability rescue, CellTiter-Glo. viability increase, % at 10 µM. actives 0.61% (n = 140,000);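 active means viability gain under doxorubicin at or above a set limit, the compound median plus 3 SD, cut at about 4.7% in these data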;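 further: MRP-1 overexpressing cells given doxorubicin 25 µM after compound pretreatment; 18-22 h compound pretreatment then 72 h with doxorubicin before readout; 0% = doxorubicin-only wells and 100% = vehicle-treated cells without doxorubicin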
NPY Y2 blocker: antagonists of human neuropeptide Y receptor Y2; P49146; NPY-Y2 expressing cells, antagonist mode; inhibition, % at 2.7 µM; actives 0.99% (n = 140,000); AID 793; in the data active means inhibition above about 17%;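 further: 0% = vehicle with agonist challenge and 100% = reference antagonist with challenge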
Target sequence (P49146 whole entry, looked up): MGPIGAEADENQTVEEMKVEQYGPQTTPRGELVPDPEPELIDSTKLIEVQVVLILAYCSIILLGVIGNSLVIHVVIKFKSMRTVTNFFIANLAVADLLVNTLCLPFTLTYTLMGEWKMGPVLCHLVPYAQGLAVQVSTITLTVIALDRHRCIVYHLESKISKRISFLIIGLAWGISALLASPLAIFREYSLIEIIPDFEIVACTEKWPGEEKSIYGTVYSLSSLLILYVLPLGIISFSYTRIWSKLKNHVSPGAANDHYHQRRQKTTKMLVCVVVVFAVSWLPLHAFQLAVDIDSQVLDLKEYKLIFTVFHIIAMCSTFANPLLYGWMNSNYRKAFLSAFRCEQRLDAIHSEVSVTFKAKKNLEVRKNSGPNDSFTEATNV
BB579 growth dn: yeast BB579 growth reduction in restrictive medium | S. cerevisiae BB579 growth, OD615, 48 h | inhibition, % at 10 µM | actives 0.51% (n = 140,000) | AID 804;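 active means inhibition above a set limit, 3 SD over the mean compound inhibition, cut at about 44% in these data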; further: inactives centre near -24
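Assay system – yeast BB579 (DeaD) · Dosing – single compound dose of 10 µM, 0.25% DMSO final · Detection – OD615 turbidity measurement · Buffer or medium – CSMM-D restrictive synthetic medium containing dextrose (glucose) · Benchmarks – positive control amphotericin B 10 µg/mL · Incubation – 48 h exposure, 30 °C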
* = called active by the depositor; x = no result given. An unsorted share of the library; any-hit rate near 6.1%.

SMILES	Yeast life ext	E-sel TNF inh	Measles CPE	HCT116 PTEN-null	Phagocytosis inh	HCT116 bCat-KO	GALR2 blocker	MRP1 act	NPY Y2 blocker	BB579 growth dn
O=C(N/N=C/c1ccc(N2CCOCC2)o1)c1cccc(C(F)(F)F)c1	x	-12	15	95	x	87	-4	-3.2	2	-15
Cc1cc(C)c2nc(C(F)(F)F)nc(NCCCN3CCCC3=O)c2c1	-9	-8	21	84	1	83	2	0.5	-1	3
CC(=O)c1ccc(N2CCN(C(=O)COc3ccccc3F)CC2)c(F)c1	x	0	10	86	x	84	10	-0.3	0	-28
COc1cccc(-c2nnc(SC(C(=O)c3c[nH]c4ccccc34)c3ccccc3)n2C)c1 (stereo unspecified)	-1	1	4	60	-6	65	-5	-4.3	2	38
CCCCn1cnc2cc(NCc3ccncc3)ccc21	1	4	4	95	0	96	3	-2.4	1	-25
COc1ccc(NC(=O)C2=C(C)NC(=O)NC2c2cccc(OC)c2OC)c(OC)c1 (stereo unspecified)	-8	-2	5	99	1	101	1	-0.7	6	-38
COC(=O)c1c(C)[nH]c(C(=O)OCC(=O)N2c3ccccc3NC(=O)C2(C)C)c1C	-5	-15	14	85	-2	87	6	-3.5	5	-20
Cc1ccc(-c2nnc3sc(C4COc5ccccc5O4)nn23)cc1 (stereo unspecified)	-6	-35	7	110	0	109	2	0.8	18*	-54
Fc1ccc2nc(Nc3nc4cc5c(cc4s3)OCCO5)sc2c1	-2	-25	15	79	-4	80	3	-0.8	6	-41
CN(C)S(=O)(=O)c1cccc(C(=O)Nc2cc(Cl)cc(Cl)c2)c1	-10	-26	22	67	0	80	-3	-3.1	-2	2
O=C1N=C(N2CCOCC2)S/C1=C\c1ccc(-c2ccccc2Cl)o1	-2	-14	20	74	x	73	1	-3.3	2	-35
O=C1C(c2ccccc2)SC(=Nc2ccccc2)N1S(=O)(=O)c1ccccc1 (stereo unspecified)	-11	9	11	90	-1	95	-11	-0.2	3	-33
CCOc1ccc(-c2n[nH]c(C)c2-c2ccccc2OC)c(O)c1	-4	x	9	25	1	28	-4	-4.4	5	-1
O=C1CCCC2=C1C(c1ccc(Cl)cc1)C1C(=O)c3ccccc3C1=N2 (stereo unspecified)	-3	x	5	50	x	62	-10	-5.7	-6	-45
CCCCOC(=O)c1ccc(NC(C)=O)cc1	-17	-10	1	98	0	97	-5	-1.4	3	-26
Cc1cc(C(=O)CSc2nnc(N)s2)c(C)n1Cc1cccs1	-3	0	4	90	-4	92	4	-1.4	2	-50
CC1(C)Cc2ccccc2C(NNC(=O)c2ccccn2)=N1	0	9	5	6	x	9	6	4.0	3	-17
COc1ccc(Cc2nc(-c3ccc(NC(=O)c4cccnc4)cc3)no2)cc1	-7	19	10	98	-5	95	9	-5.8	2	-13
COc1ccc(-c2nnn(CC(=O)N(Cc3ccccc3Cl)C(C(=O)NCC3CCCO3)c3ccco3)n2)cc1OC (stereo unspecified)	-4	20	6	78	-1	74	-11	0.1	1	-31
CCOC(=O)c1[nH]c2ccc(OCC)cc2c1NC(=O)CN1CCCC(C)C1 (stereo unspecified)	-12	x	4	69	1	76	1	-1.1	4	-43
CC(C)(C)c1csc(NC(=O)c2cccs2)n1	4	5	8	66	-1	73	4	0.1	0	-6
O=C(Nc1ccc2oc(=O)ccc2c1)c1cccnc1Cl	-13	14	19	100	x	87	7	-0.4	0	-26
O=C1C2CC=CCC2C(=O)N1c1n[nH]c(Cc2ccccc2)n1 (stereo unspecified)	0	6	8	92	0	94	-6	-0.6	-3	-41
CCOC(=O)/C=C1\CC(=O)Nc2nonc2N1	-3	-18	8	97	-5	98	-21	0.7	0	-27
Cn1nccc1C(=O)OCC(=O)Nc1nc(-c2ccccc2)cs1	-9	x	9	98	0	95	4	0.2	4	-52
Cn1c(NC(=O)C[n+]2cc(-c3ccccc3)n3c2CCC3)cc(=O)n(C)c1=O	-2	3	4	84	-8	93	-1	-0.7	2	-10
CN(C)C(=O)CSc1nc2ccccc2n1Cc1ccccc1	2	x	3	97	x	95	10	-1.5	9	11
CCOC(=O)C(NC(=O)c1ccccc1)=C(C)C	-11	-11	8	102	0	104	-2	-0.1	2	-30
Cc1cc(=O)n2[nH]c(N)c(N=Nc3ccccc3F)c2n1	6	x	7	60	-3	54	5	-2.2	3	-38
Cc1coc2cc3oc(=O)c4c(c3cc12)CCC4	-24	-30	2	103	-1	111	-6	-1.1	3	-37
O=C(NCCCN1CCN(c2ccccc2F)CC1)C1CCCN(S(=O)(=O)c2cnc[nH]2)C1 (stereo unspecified)	-7	x	10	106	0	99	0	2.0	1	0
CCOc1ccc(-n2c(SCC(=O)Nc3ccc4c(c3)OCCO4)nc3c(c2=O)SCC3)cc1	-5	25	28	69	x	78	-7	-3.4	-1	-12
O=C(c1cnccn1)N(Cc1cccs1)C1(C(=O)NC2CCCC2)CCCCC1	-1	20	4	74	-8	78	2	-2.6	26*	-44
O=C(NNS(=O)(=O)c1ccc(Cl)cc1)c1sccc1-n1cccc1	-15	-10	5	92	x	100	4	-0.7	10	-26
CCSc1cc(N2CCCC2)nc(-c2ccccc2Cl)n1	5	x	4	95	-2	82	-5	-2.5	-2	-12
COc1ccc(C(=O)NCCN2CCOCC2)cc1OC	x	10	13	99	x	99	-5	-0.1	-1	0
CC(C)CNS(=O)(=O)c1ccc(CCC(=O)N2CCN(Cc3ccc4c(c3)OCO4)CC2)cc1	-2	-6	4	70	x	70	21	-4.0	2	-41
COc1cc2c(cc1NC(=O)CSc1ccccc1)oc1ccccc12	2	x	15	102	-7	95	3	2.7	9	-14
Cc1ccc(-c2nc(C#N)c(N3CCCCC3)o2)cc1	-9	9	9	85	0	86	11	0.6	5	-18
CCCCN(C)C(=O)Cn1cnc2sc(C)cc2c1=O	2	1	8	102	0	104	-6	-2.4	1	6
CCOC(=O)c1cc(CC)sc1NC(=O)Cc1ccccc1	-7	-3	6	81	1	90	-14	-4.4	1	-26
Cc1ccc(S(=O)(=O)Nc2cc3c(C(=O)Nc4ccccc4)c(C)oc3c3ccccc23)cc1	3	x	13	77	-3	78	-3	-1.6	5	-16
O=C(O)C1CC1C(=O)N1CCN(c2ccc(Cl)c(Cl)c2)CC1 (stereo unspecified)	-11	21	4	105	0	99	9	-1.8	4	-35
O=C(NCC(=O)N(CCc1ccccc1)C(C(=O)NC1CCCC1)c1cccnc1)c1ccco1 (stereo unspecified)	-10	-24	19	105	0	94	4	-1.0	2	-32
COc1ccccc1Cc1nnnn1CC(=O)O	-10	-12	14	100	0	100	-3	-0.5	1	-57
Cc1csc(SCC(=O)c2c(N)n(C)c(=O)n(C)c2=O)n1	-4	-28	11	91	-1	89	-4	-1.7	3	-17
CC(C)(CNC(=O)/C=C/c1ccc(F)cc1)CNC(=O)/C=C/c1ccc(F)cc1	-8	x	11	74	4	69	3	5.9*	10	3
COC(=O)c1ccc(COC(=O)CCC(=O)c2cccs2)cc1	-4	-3	17	92	-4	85	3	-2.9	-1	5

Only Phagocytosis inh and MRP1 act, for 3 of the compounds above:
smiles	Phagocytosis inh	MRP1 act
CCOC(=O)c1cc(CC)sc1NC(=O)Cc1ccccc1	1	-4.4
Cc1ccc(S(=O)(=O)Nc2cc3c(C(=O)Nc4ccccc4)c(C)oc3c3ccccc23)cc1	-3	-1.6
O=C(O)C1CC1C(=O)N1CCN(c2ccc(Cl)c(Cl)c2)CC1 (stereo unspecified)	0	-1.8

Continuation.
SMILES	Yeast life ext	E-sel TNF inh	Measles CPE	HCT116 PTEN-null	Phagocytosis inh	HCT116 bCat-KO	GALR2 blocker	MRP1 act	NPY Y2 blocker	BB579 growth dn
CCCC(C)c1nnc(NC(=O)C2CCCO2)s1 (stereo unspecified)	5	8	5	104	2	95	6	-0.7	8	-71
Cc1cc(C(=O)NNC(=S)NCC2CCCO2)cs1 (stereo unspecified)	-4	-20	2	96	x	93	4	0.1	-1	-11
O=C(Nc1cccc2nsnc12)c1cccnc1Cl	-2	9	3	108	-3	103	-1	0.6	1	-14
Cc1ccc(S(=O)(=O)c2c(N)n(C)c3nc4ccccc4nc23)cc1	-5	41	6	71	-2	78	-7	-3.8	0	-48
COc1cccc(C2C(C#N)=C(N)OC(C(C)(C)C)=C2C#N)c1 (stereo unspecified)	-10	x	4	98	0	90	6	-1.2	2	-21
Cc1ccc(NC(=O)CN(c2ccc(Cl)cc2)S(=O)(=O)c2cc([N+](=O)[O-])ccc2Cl)cc1	9	x	6	66	x	73	6	-2.9	-1	-63
CC(C)C(NC(=O)c1ccc2c(c1)OCO2)C(=O)N/N=C\c1ccco1 (stereo unspecified)	3	-32	4	91	-3	89	8	-0.3	4	-11
CCCCC(=O)Nc1ccc(NC(=S)NC(=O)CC)cc1OC	-9	x	8	92	3	94	-10	-2.6	2	0
CC1CN(C2CCN(C(=O)COc3ccccc3)CC2)CC(C)O1 (stereo unspecified)	x	-29	5	97	x	95	-1	-0.8	3	-29
O=C(c1ccc(Cl)cc1)C(Cn1cncn1)C(Sc1ccccc1)c1ccccc1 (stereo unspecified)	2	-19	1	5	0	5.6*	5	-2.7	6	-70
CCN(CC)S(=O)(=O)c1cccc(-c2nnc(SCC(=O)NC3CCCCCCC3)n2N)c1	-7	12	5	84	0	82	-21	-2.4	-1	-34
COc1ccc(CNC2CCCC2)c(OC)c1OC	-10	x	8	91	0	89	0	-1.2	0	-18
CN1CCN(C(c2cccc(C(F)(F)F)c2)c2nnnn2Cc2ccccc2)CC1 (stereo unspecified)	-11	-70	13	85	0	93	-12	-1.2	3	-17
CCc1ccc(/C=C/C(=O)c2ccc(N3CCOCC3)cc2)cc1	4	x	4	46	-8	36	13	-4.5	4	-2
COc1cc(-c2nc(-c3ccccc3)c(-c3cccs3)[nH]2)cc(OC)c1O	4	2	20	82	-1	82	5	-1.8	-6	-92
Cc1cccc(NC(=O)C(NS(=O)(=O)c2ccc3c(c2)CCC(=O)N3)c2ccccc2)n1 (stereo unspecified)	1	4	10	93	2	98	4	0.5	-2	-23
CC1CCC2(CC1)NC(=O)N(CC(=O)NCc1cccs1)C2=O (stereo unspecified)	6	x	4	97	-3	92	-6	1.1	2	-44
CCOC(=O)C1=C(C)NC(C)=C(C(=O)OCC)C1c1cc2ccc(C)cc2[nH]c1=O	-16	-11	3	37	-1	29	6	-3.3	-2	-17
CC(C)CC(=O)NC(=S)NNC(=O)c1ccc(NC(=O)C2CCCCC2)cc1	-2	5	4	17	-9	24	-1	2.8	1	-4
Cc1c(NC(=O)CSc2ccccc2C(=O)Nc2cccnc2)c(=O)n(-c2ccccc2)n1C	2	10	8	106	1	101	1	-0.1	-2	-31
Cc1cccc(/C=C2\Oc3cc(OS(C)(=O)=O)ccc3C2=O)c1	-6	x	9	82	-11	86	-6	-3.1	2	-37
